Screening results deposited in PubChem by National Center for Advancing Translational Sciences (NCATS).
aSyn yeast rescue: qHTS of alpha-syn Inhibitors: NCGC Sytravon Library Screen. S. cerevisiae alpha-synuclein toxicity rescue, BacTiter-Glo growth, 24 h. Potency, µM (titrated, usually from 46.1 µM), without a hit: at the highest dose growth rescue (activation), hits mostly activators. 94,000 compounds, 0.02% hits. AID 1347070, 2019; active = well fitted activation curve with a large enough effect; inconclusive = small, poorly fitted or top-dose-only effect; also: 0% is about no effect
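Growth restoration measured by BacTiter-Glo luminescence after 24 hr at 30 deg C; alpha-synuclein yeast, raffinose-pregrown to mid-log, were added at OD600=0.02 in galactose medium onto pinned compounds.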
An asterisk follows results filed as active; ? = inconclusive; & = joins results of further samples; [ ] = remark or other dose. Potency is read from the fitted curve at half-maximal effect.

SMILES	aSyn yeast rescue
CCCCn1c(SCC(=O)Nc2oc(C)c3c(C)n[nH]c(=O)c23)nc2cc(S(N)(=O)=O)ccc21	3%
CC(=O)c1ccc(S(=O)(=O)N2CCN(C(=O)CN3C(=O)NC4(CCCC4)C3=O)CC2)cc1	-1%
CCOC(=O)c1ccccc1NC(=O)c1nn(-c2ccc(OC)c(Cl)c2)c(=O)c2c1c1ccccc1n2C	-4%
CCC(Sc1nc(-c2ccccc2F)nc2c1Cc1c(CO)cnc(C)c1O2)C(=O)Nc1cc(C)ccc1C (configuration not stated)	6%
Cc1cc(C)c(S(C)(=O)=O)c(Oc2cccc(C(F)(F)F)c2)n1	8%
O=[N+]([O-])c1cc(-c2cnc3ccccc3n2)ccc1Oc1ccc(Cl)cc1	-50%[inhibitor]
O=C(NN1C(=O)c2ccccc2C1=O)c1ccc2c(c1)C(=O)N(CC1CCCO1)C2=O (configuration not stated)	12%
COc1ccc(-c2cn3nc(N4CCCC(C(=O)NCc5ccc(Cl)cc5)C4)sc3n2)cc1 (configuration not stated)	-9%
Cc1nn(CC(=O)NCc2ccc(N(C)C)cc2)c(=O)c2c(C)n(-c3ccc(Cl)cc3)nc12	-5%
Oc1c(C(c2ccc(F)cc2)N2CCCC2)sc2nc(-c3ccco3)nn12 (configuration not stated)	0%
CCc1ccc(C(=O)NNC(=O)c2cccc(N3C(=O)CCC3=O)c2)cc1	-5%
CC(=O)c1ccc(NC(=O)CSc2nccn2Cc2ccco2)cc1	3%
CCOC(=O)c1ccccc1NC(=O)Cn1c(=O)n(-c2cccc(C)c2)c(=O)c2c1c1cc(C)ccc1n2C	-1%
O=C(CSc1nccn1-c1ccc(F)cc1)Nc1cccc2ccccc12	4%
Cc1ccc(OCC(=O)Nc2ccc3nc(SCC(=O)N4CCOCC4)sc3c2)cc1	0%

3 entries out of the list, sorted by number of heavy atoms, falling:
SMILES	aSyn yeast rescue
CCOC(=O)c1ccccc1NC(=O)c1nn(-c2ccc(OC)c(Cl)c2)c(=O)c2c1c1ccccc1n2C	-4%
CC(=O)c1ccc(S(=O)(=O)N2CCN(C(=O)CN3C(=O)NC4(CCCC4)C3=O)CC2)cc1	-1%
Oc1c(C(c2ccc(F)cc2)N2CCCC2)sc2nc(-c3ccco3)nn12 (configuration not stated)	0%

The main list resumes, starting 3 compounds before the break.
SMILES	aSyn yeast rescue
CCOC(=O)c1ccccc1NC(=O)Cn1c(=O)n(-c2cccc(C)c2)c(=O)c2c1c1cc(C)ccc1n2C	-1%
O=C(CSc1nccn1-c1ccc(F)cc1)Nc1cccc2ccccc12	4%
Cc1ccc(OCC(=O)Nc2ccc3nc(SCC(=O)N4CCOCC4)sc3c2)cc1	0%
Cc1cc(C)cc(NC(=O)c2cccc(NC3=NC4CS(=O)(=O)CC4S3)c2)c1 (configuration not stated)	5%
Cn1cc(Cl)c(-c2n[nH]c(=S)n2C2CCCCC2)n1	0%
CCCC(=O)n1nc(-c2ccco2)nc1SCc1ccccc1	-4%
COC(=O)C(=Nc1ccccc1)/C(C(=O)C(=O)N(C)c1ccccc1)=C(\O)c1ccccc1	-9%
Cc1ccc(C)c(-c2csc(-c3c(N)c(C(=O)c4ccc5c(c4)OCO5)n4ccccc34)n2)c1	-4%
Cc1ccc2[nH]nc(C(=O)N3CCCC(C(=O)c4ccc(Cl)cc4)C3)c2c1 (configuration not stated)	13%
COc1ccc(OC)c(NC(=O)CN2C(=O)CCc3cc(S(=O)(=O)N4CCCCC4)ccc32)c1	2%
CCOC(=O)c1ccc2ncc(C(=O)OCC)c(Nc3ccc(C)c(Br)c3)c2c1	3%
COc1cc(NC(=O)c2cccc3c2C(=O)N(Cc2cccnc2)C3)cc(OC)c1OC	-3%
Fc1ccc(C2Nc3cccc4cccc(c34)N2)cc1	0%
COc1ccc(NC(=O)CCS(=O)(=O)c2nc(-c3ccc4c(c3)OCO4)cc(C(F)(F)F)n2)c(OC)c1	-6%
COc1ccc(C2CC(=O)C(C=NCCN3CCN(C(=S)Nc4ccccc4)CC3)=C(O)C2)cc1OC (configuration not stated)	3%
NC(=O)c1nsc(C(=O)N(c2cccc(F)c2)C(C(=O)NC2CCCC2)c2ccc(O)cc2)c1N (configuration not stated)	0%
COc1ccc(Cl)cc1NC(=S)NCc1cccs1	-2%
CCCCN1C(=O)C(=O)N(CC(=O)NC2CCCc3ccccc32)C1=O (configuration not stated)	-11%
COc1ccccc1-c1noc(CCCC(=O)NC2CCCC2)n1	0%
CCOc1ccc(NC(=O)CCCn2c(C)c3cnn(-c4ccccc4)c(=O)c3c2C)cc1	-8%
CC(C)(C)OC(=O)NCCCCCNC(=O)c1ncn2c1c(=O)[nH]c1ccccc12	-4%
C[C@H]1CN([C@@H](C)CO)C(=O)CCCn2cc(nn2)CO[C@@H]1CN(C)C(=O)Nc1ccc(N2CCCCC2)cc1	2%
O=C(NCc1ccc2c(c1)OCO2)c1n[nH]c(=O)c2ccccc12	-20%
O=C(NCc1ccc2c(c1)OCO2)C1Cc2ccccc2CN1C(=O)c1ccco1 (configuration not stated)	7%
CC1Cc2nc(SCC(=O)NCc3ccco3)n(Cc3ccccc3)c(=O)c2S1 (configuration not stated)	-5%
CCOc1ccc(-c2noc(CSc3nnc(Cc4ccccc4)n3-c3ccc(F)cc3)n2)cc1	?
O=C(O)c1ccc(Cl)c(NC(=O)C2CCN(S(=O)(=O)c3ccc4c(c3)OCCO4)CC2)c1	6%
CCOc1ccc(CNC(=O)CCCn2c(=O)c3cccn3c3cccnc32)cc1	-13%
c1ccc2c(c1)OCCOCCOCCO2	1%
CS(=O)(=O)c1ncc(N(Cc2ccccc2)Cc2ccco2)c(C(=O)Nc2cccc(C(F)(F)F)c2)n1	7%
COc1ccc(S(=O)(=O)N(CC(=O)Nc2ccccc2Cl)Cc2ccccc2)cc1	-5%
Cc1ccc(-n2ncc3c(N(C)Cc4ccccc4)ncnc32)cc1	0%
CSc1sc(C(=O)NCC2CC2)cc1S(=O)(=O)C(C)C	-13%
CCOCCCNC(=O)C(c1ccc(OC)cc1)N(Cc1cccs1)C(=O)c1ccccc1O (configuration not stated)	7%&-3%
COc1cc(C(=O)NCC(c2ccco2)N2CCc3ccccc32)cc(OC)c1OC (configuration not stated)	-5%
CCN(CC)CCSc1nc2ccccc2c(=S)n1-c1ccccc1	4%
CSc1nn(Cc2ccc(F)cc2)c(N(C(C)=O)C(C)=O)c1S(=O)(=O)c1ccccc1	-36%[inhibitor]
CCc1ccc(NC(=O)c2nn(-c3ccc(C)cc3)c(=O)n(C)c2=O)cc1	-7%
CCOC(=O)C1=C(CN2CCC(C)CC2)NC(=O)NC1c1ccc(F)cc1 (configuration not stated)	4%
CCS(=O)(=O)N1CCc2cc(C(=O)Nc3cc([N+](=O)[O-])ccc3C)ccc21	3%
CCOc1ccc(CN(C)C(=O)CNC(=O)C2CCCCC2)cc1	-5%
O=C(NCCc1ccc(F)cc1)C1CCC(=O)N(CC2CCCCC2)C1 (configuration not stated)	7%
CCCc1cc(=O)oc2c(C)c3c(cc12)CN(CCc1ccc(Cl)cc1)CO3	-18%
Cn1c(=O)n(C)c2cc(CNCc3ccccc3Cl)ccc21	-3%
O=C(Cc1ccccc1)NNC1CC(=O)N(c2ccc(Br)cc2)C1=O (configuration not stated)	-8%
CCOc1ccccc1Nc1ncnc2c1cnn2-c1ccc(C)cc1	-5%
O=C(CSc1nnc2ccccn12)N1CCc2ccccc21	-4%
CCOC(=O)C1CCN(c2cc3c(cc2NC(=O)c2ccc(OC)c(OC)c2)n(C)c(=O)n3C)CC1	5%
NC(=O)Nc1ccc(Cl)cc1	1%
Cc1cccc(NC(=O)CN2C(=O)N/C(=C\c3ccccc3OCc3ccc(C(=O)O)cc3)C2=O)c1	4%
CCCCCc1cc(=O)[nH]c(=S)[nH]1	-1%
CCCOc1ccc(C2C(=O)N(C3CCC(C)CC3)CC(=O)N2Cc2cccc(OC)c2)cc1OC (configuration not stated)	-6%
CCN(Cc1ccncc1)C(=O)c1ccccc1NS(=O)(=O)c1ccc(Br)cc1	-12%
CCC(CC)C(=O)Nc1ccc(S(=O)(=O)Nc2nccs2)cc1	1%
O=C(CCN1CCOCC1)NNC(=S)NC(=O)c1ccccc1	1%
O=C1c2oc3ccccc3c(=O)c2C(c2cccc(O)c2)N1c1ccccn1 (configuration not stated)	7%
COC(=O)c1cc2oc3ccccc3c2n1CC(=O)Nc1ccc(F)c(Cl)c1	2%
Cn1c(=O)c2c(nc(N3CCOCC3)n2CCSc2ncccn2)n(C)c1=O	-1%
Cc1cc(C)n2nc(C(=O)Nc3ccc(S(=O)(=O)N4CCCC4)cc3)nc2n1	-5%
COc1cccc(OC(=O)CSc2nnc(-c3cccs3)o2)c1	-23%
COc1ccc(CNc2ncnc3c2cnn3-c2ccc(C)c(C)c2)cc1	-2%
O=[N+]([O-])c1cccc(/C=N/NC2=NS(=O)(=O)c3ccccc32)c1	7%
COc1ccc(C2(C)NC(=O)N(CC(=O)NCc3ccccc3F)C2=O)cc1 (configuration not stated)	-1%

Taken from above.
Under aSyn yeast rescue, O=C1c2oc3ccccc3c(=O)c2C(c2cccc(O)c2)N1c1ccccn1 (configuration not stated) has the entry 7%
Under aSyn yeast rescue, COc1cccc(OC(=O)CSc2nnc(-c3cccs3)o2)c1 has the entry -23%

(listing goes on)
SMILES	aSyn yeast rescue
COc1ccc(Oc2cc(C(F)(F)F)nc(N(C)C)n2)cc1	-18%
COC(=O)Cn1c(=O)c2cccn2c2cccnc21	-1%
O=C(Nc1cccc(Cl)c1N1CCOCC1)c1ccco1	-2%
COC(=O)c1cc2occc2n1Cc1nc(-c2cccc(Br)c2)oc1C	-2%
Cc1ccc(CC(CC(=O)O)C(=O)NCC23CC4CC(CC(C4)C2)C3)cc1 (configuration not stated)	7%
Cc1ccc(NC(=O)Nc2ccc3nc(N4CCN(C)CC4)cc(C)c3c2)cc1F	-23%
COc1ccccc1-n1cnnc1SCC(=O)NC1CCS(=O)(=O)C1 (configuration not stated)	0%
COCCn1c(SCC(=O)c2cc(C)ccc2C)nc2cc(C(=O)NC3CCCC3)ccc2c1=O	-7%
Cc1cc(O)c2c(C)c(CC(=O)NCc3ccccc3Cl)c(=O)oc2c1	1%
COc1ccccc1CNC(=O)CN1C(=O)CCCc2ccccc21	-7%
O=C(CCN1C(=O)/C(=C\c2ccccc2)SC1=S)NNC(=O)c1ccccc1O	-6%
Nn1c(SCC(=O)N2CCCc3ccccc32)nncc1=O	0%
Cc1ccccc1NS(=O)(=O)c1ccc(C(=O)N2CCCCCC2)cc1	-2%
CCC(=O)Nc1ccccc1C(=O)OCc1cc(=O)n2cc(C)sc2n1	0%
COC(=O)NC1CC2C=CC1C1C=CC21 (configuration not stated)	2%

Random excerpt: 4 compounds from above, in no set order.
SMILES	aSyn yeast rescue
COCCn1c(SCC(=O)c2cc(C)ccc2C)nc2cc(C(=O)NC3CCCC3)ccc2c1=O	-7%
Cc1cc(O)c2c(C)c(CC(=O)NCc3ccccc3Cl)c(=O)oc2c1	1%
CCC(=O)Nc1ccccc1C(=O)OCc1cc(=O)n2cc(C)sc2n1	0%
COC(=O)Cn1c(=O)c2cccn2c2cccnc21	-1%

Remaining list, next part
SMILES	aSyn yeast rescue
Cc1ccc(C)c(S(=O)(=O)NCC(c2ccco2)S(=O)(=O)c2ccc(F)cc2)c1 (configuration not stated)	4%
O=C(CSc1nc2c([nH]c3ccccc32)c(=O)n1-c1ccc(F)cc1)NCc1ccccc1	2%
Cc1ccc(Nc2ccc(N3CCN(c4ccc([N+](=O)[O-])cc4)CC3)nn2)cc1	-2%
COc1ccc(C)cc1S(=O)(=O)Nc1ccc2c(c1)OCO2	-3%
COc1ccc(OC)c(NC(=O)N2CCN(Cc3nc4ccc(C)cc4o3)CC2)c1	5%
COc1ccc(CCNC(=O)c2cnc3sc(N4CCCC4)nn3c2=O)cc1OC	4%
O=c1cc2nc(-c3ccccc3F)nc(SCc3ccc(Br)cc3)n2[nH]1	-2%
COC(=O)CNC(=O)C1CCN(S(=O)(=O)c2cccc3nsnc23)CC1	-15%
CCN(CC(=O)Nc1ccc(NC(C)=O)cc1)C(=O)C1CCN(C(=O)c2ccccc2C)CC1	-50%[inhibitor]
O=C(CNC(=O)c1ccc(Br)o1)Nc1cccc(S(=O)(=O)N2CCCC2)c1	-2%
CCOC(=O)c1ccc(NC(=O)CC(C)n2nc(C)cc2C)cc1 (configuration not stated)	-8%
CCC(CC)NC(=O)COn1nnc2ccc(S(=O)(=O)N3CCOCC3)cc21	6%
COCCCNC(=O)CSc1nc2nc(C)c(Cc3ccccc3Cl)c(C)n2n1	2%
O=C(CCNC(=O)N1CC(=O)Nc2ccccc21)NCCc1ccc(Cl)cc1	5%
CC1CN(S(=O)(=O)c2cccc(C(=O)Nc3ccc(N4CCCCC4)cc3)c2)CC(C)O1 (configuration not stated)	6%
COc1cccc(NC(=O)NC2CC(=O)N(c3ccc4c(c3)OCCO4)C2)c1 (configuration not stated)	-5%
CC(C)C(OC(=O)c1cccs1)C(=O)NCCc1ccccc1 (configuration not stated)	15%
CC(C(=O)NCc1ccccc1Cl)n1ccc2cc(S(=O)(=O)N3CCCCC3)ccc21 (configuration not stated)	4%
O=C(Cn1cc(S(=O)(=O)Cc2ccc(F)cc2)c2ccccc21)NCCc1ccccc1	-9%
O=C(O)c1cccc(-c2ccc(/C=N/Nc3nn[nH]n3)o2)c1	-5%

An excerpt; count on the stated rates, not on these rows.
